Assay outcomes from PubChem BioAssay.
LANA DNA inh: inhibitors of KSHV LANA C-terminal domain DNA binding; 0.078% of 340,000 active; AID 504423; inhibition, % at 9 µM; MBP-C-LANA/FAM-LBS DNA binding, fluorescence polarization;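 active = highest replicate inhibition at or above 60% at 9 µM, even if other replicates fall short; inactive = all replicates below 60% inhibition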;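 note: 0% = neutral control wells and 100% = 4 µM acridine orange control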
NSD2 HMT inh: inhibitors of human histone methyltransferase NSD2; NSD2 peptide methylation, AlphaScreen, 120 min; 0.54% of 310,000 active; inhibition, % at 12.5 µM; AID 743445; O96028; in the data active = inhibition above about 50%
DAGLB inh: blocks human DAGLB lipase activity. 0.059% of 340,000 active. HEK293T DAGLB membrane lysate, EnzChek fluorogenic substrate. inhibition, % at 5.17 µM; in the data active = inhibition above about 34%;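 note: 0% = enzyme with vehicle and 100% = wells lacking enzyme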
Arrestin-AP2 inh: human beta-arrestin and AP2 interaction inhibition; inhibition, % at 10 µM; 0.31% of 340,000 active; FITC-arrestin peptide / GST-AP2 beads, flow cytometry; AP2 beta2 appendage carries R879A mutation; AID 504490;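 active = inhibition above a set limit, near 3 SD of compounds lacking own fluorescence, cut at about 54% in these data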;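 note: plate controls were DMSO wells for no effect and 5 µM unlabelled arrestin peptide for full effect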
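Material – AP2 appendage R879A on GSH beads · Buffer or medium – PBS with 0.05% Tween 20 and 0.1% BSA · Probe or stimulus – fluorescein-tagged arrestin peptide at 50 nM final · Incubation – compound with beads 12 min RT, then probe 1 h RT · Detection – high-throughput flow cytometry of beads, ex 488, em 535 nm · Evaluation – percent response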
PvdQ acylase: P. aeruginosa PvdQ acylase inhibition. purified PvdQ acylase, fluorescence plate reader. inhibition, % at 10 µM. 0.063% of 340,000 active; in the data active = inhibition above about 30%, passing the limit was not always enough;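 note: 0% = vehicle neutral wells and 100% = reference inhibitor wells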
SR-BI HDL uptake: blocks mouse SR-BI lipid uptake from DiI-HDL | Q61009 | ldlA[mSR-BI] CHO cells, DiI-HDL uptake fluorescence, 3 h | inhibition, % at 12.5 µM | 0.96% of 320,000 active | AID 488896;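 active = mean replicate inhibition of at least 70% and a set share of replicates each scoring 70 or more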;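 note: 0% = median of neutral control wells and 100% = median of positive control wells; values of inactives mirror those of a sister screen read the other way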
Target sequence (Q61009 whole entry, looked up): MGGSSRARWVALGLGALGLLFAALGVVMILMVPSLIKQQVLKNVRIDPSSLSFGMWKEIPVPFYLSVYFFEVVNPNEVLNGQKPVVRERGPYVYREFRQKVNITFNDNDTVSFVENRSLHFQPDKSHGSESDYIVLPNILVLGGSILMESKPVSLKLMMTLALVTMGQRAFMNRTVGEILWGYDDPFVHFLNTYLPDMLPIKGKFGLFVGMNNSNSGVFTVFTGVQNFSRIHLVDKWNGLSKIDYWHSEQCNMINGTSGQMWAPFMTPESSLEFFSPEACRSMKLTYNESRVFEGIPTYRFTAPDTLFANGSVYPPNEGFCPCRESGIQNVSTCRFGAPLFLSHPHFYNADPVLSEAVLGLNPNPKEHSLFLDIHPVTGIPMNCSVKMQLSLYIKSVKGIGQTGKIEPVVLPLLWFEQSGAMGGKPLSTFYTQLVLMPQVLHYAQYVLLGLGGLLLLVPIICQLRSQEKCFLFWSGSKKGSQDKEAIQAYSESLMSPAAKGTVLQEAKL
RTF Ca sens inh: cardiac RTF calcium desensitization | inhibition, % at 7.15 µM | AID 493244 | 0.12% of 340,000 active | P19429+P45379 | IANBD-labeled cardiac RTF, Ca2+ fluorescence;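 active = inhibition above the mean inhibition of all tested compounds plus 3 SD, cut at about 17% in these data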;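 note: assay run at fixed EC70 calcium of 1.6 mM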
PKA-R2B activ: PKA-R2B complex activation; PKA-R2B holoenzyme dissociation, Cy5-IP20 fluorescence polarization; R2B truncated from residue 108, S112A mutant; 0% DMSO only, 100% 113 µM cGMP; activation, % at 11.4 µM; AID 504700; P22694+P31323; 0.079% of 340,000 active;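 active = activation above a cutoff set at the mean over all compounds plus 3 SD, cut at about 18% in these data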;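 note: higher means more holoenzyme dissociation and a rise in polarization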
Keap1 Nrf2 FP: inhibitors of human Keap1-Nrf2 protein-protein interaction | inhibition, % at 9.4 µM | 0.15% of 340,000 active | Q14145 | AID 504523 | Keap1 Kelch-Nrf2 peptide fluorescence polarization, 1536-well; in the data active = inhibition above about 12%;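 note: human Keap1 Kelch domain with fluorescein labeled Nrf2 9mer peptide probe; 0% = neutral control wells and 100% = peptide positive control; higher means more block of Keap1 binding to Nrf2 peptide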
Target sequence (Q14145 whole entry, looked up, the tested form may be a part): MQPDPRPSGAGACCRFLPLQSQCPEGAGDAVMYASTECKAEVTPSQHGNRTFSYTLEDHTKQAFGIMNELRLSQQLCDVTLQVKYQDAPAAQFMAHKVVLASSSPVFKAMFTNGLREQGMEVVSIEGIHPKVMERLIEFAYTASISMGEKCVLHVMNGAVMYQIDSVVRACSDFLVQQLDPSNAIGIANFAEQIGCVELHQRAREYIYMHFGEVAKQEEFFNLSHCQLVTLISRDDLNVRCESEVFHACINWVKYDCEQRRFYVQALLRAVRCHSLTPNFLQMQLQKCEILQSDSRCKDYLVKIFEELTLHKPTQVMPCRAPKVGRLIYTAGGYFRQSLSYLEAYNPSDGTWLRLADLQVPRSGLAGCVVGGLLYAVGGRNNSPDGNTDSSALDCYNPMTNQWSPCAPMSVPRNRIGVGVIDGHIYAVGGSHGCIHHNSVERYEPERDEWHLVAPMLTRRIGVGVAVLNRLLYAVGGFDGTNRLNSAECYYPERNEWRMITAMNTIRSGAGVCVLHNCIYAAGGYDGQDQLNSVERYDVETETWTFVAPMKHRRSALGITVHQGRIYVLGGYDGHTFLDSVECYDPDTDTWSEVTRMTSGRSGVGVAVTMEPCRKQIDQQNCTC
SR-BI uptake up: activators of SR-BI mediated HDL lipid uptake; CHO ldlA[mSR-BI] cells, DiI-HDL uptake fluorescence, 3 h; 100 = double the neutral-control signal; activation, % at 12.5 µM; 0.096% of 320,000 active;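 active = mean replicate activation of at least 60% and every replicate at or above 60%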;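 note: 0% = median plate neutral-control signal and 100% = twice that signal; values of inactives mirror those of a sister screen read the other way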
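Test system: SR-BI-overexpressing, LDLR-lacking CHO cells; Also added: labelled HDL, 10 µg/mL; Measured by: bottom-read cell fluorescence after medium removal, ex 550/em 595 nm; Timing: 3 h uptake period with compound, 37 °C; Buffer or medium: F12, 0.5% BSA, 25 mM HEPES; Doses: single compound concentration, delivered by pin transfer.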
* marks the source's active call; other numbers are inactive results. Rows were taken by chance. Share with any hit: about 2.1%.

Screening CC(=O)N(c1c(C)n(C)n(-c2ccccc2)c1=O)C1(C(=O)NC2CCCC2)CCCCC1 returned LANA DNA inh -1.6, NSD2 HMT inh 1, DAGLB inh 1, Arrestin-AP2 inh -5, PvdQ acylase -8, SR-BI HDL uptake -7, RTF Ca sens inh 0, PKA-R2B activ -8, Keap1 Nrf2 FP 5 and SR-BI uptake up 7.
NC(=S)NN=C1CCCCCCCCC1 was read as LANA DNA inh -0.8, NSD2 HMT inh -1, DAGLB inh -2, Arrestin-AP2 inh 3, PvdQ acylase -13, SR-BI HDL uptake 70, RTF Ca sens inh -7, PKA-R2B activ 8, Keap1 Nrf2 FP -4 and SR-BI uptake up -70.
Screening CCOc1ccccc1NS(=O)(=O)c1csc(C(N)=O)c1 returned LANA DNA inh 2.1, NSD2 HMT inh -4, DAGLB inh 2, Arrestin-AP2 inh -8, PvdQ acylase -12, SR-BI HDL uptake 1, RTF Ca sens inh -3, PKA-R2B activ 6, Keap1 Nrf2 FP -4 and SR-BI uptake up -1.
`O=C1C2CCC(C2)C1CN1CCOCC1` (stereo not drawn) gave LANA DNA inh -1.9, NSD2 HMT inh 28, DAGLB inh 0, Arrestin-AP2 inh 0, PvdQ acylase -13, SR-BI HDL uptake 6, RTF Ca sens inh 1, PKA-R2B activ -5, Keap1 Nrf2 FP -7 and SR-BI uptake up -6.
CC(=O)c1cc(CN2CCC(C(=O)Nc3cccc(-c4cscn4)c3)CC2)cs1 was read as LANA DNA inh -1.1, NSD2 HMT inh -1, DAGLB inh 2, Arrestin-AP2 inh 12, PvdQ acylase -11, SR-BI HDL uptake 40, RTF Ca sens inh -5, PKA-R2B activ 3 and Keap1 Nrf2 FP -5.
Screening CSc1nc(C)c(CCOCc2ccccc2)c(=O)[nH]1 returned LANA DNA inh -0.5, NSD2 HMT inh -1, DAGLB inh -2, Arrestin-AP2 inh -6, PvdQ acylase -12, SR-BI HDL uptake 0, RTF Ca sens inh -7, PKA-R2B activ -3, Keap1 Nrf2 FP -1 and SR-BI uptake up 0.
`O=C(c1cc(-c2ccccc2)nc2ccccc12)N1N=C(C(F)F)CC1(O)C(F)F` (stereo not drawn) gave LANA DNA inh -0.1, NSD2 HMT inh 1, DAGLB inh 4, Arrestin-AP2 inh 8, PvdQ acylase 19, SR-BI HDL uptake 22, RTF Ca sens inh 2, PKA-R2B activ -13, Keap1 Nrf2 FP 2 and SR-BI uptake up -22.
For Clc1ccc(Oc2nc3ccccc3n3cccc23)cc1 the results were LANA DNA inh 0.5, NSD2 HMT inh -1, DAGLB inh -11, Arrestin-AP2 inh 1, PvdQ acylase -12, SR-BI HDL uptake 30, RTF Ca sens inh -1, PKA-R2B activ 3, Keap1 Nrf2 FP -1 and SR-BI uptake up -30.
COc1ccc(S(=O)(=O)n2nc(OC(C)=O)cc2N(C(C)=O)C(C)=O)cc1 was read as LANA DNA inh 0.8, DAGLB inh 2, Arrestin-AP2 inh -6, PvdQ acylase -12, SR-BI HDL uptake -25, RTF Ca sens inh -2, PKA-R2B activ -12, Keap1 Nrf2 FP 0 and SR-BI uptake up 25.
Cc1nnc(SCc2ccc(C(=O)Nc3cc(Cl)ccc3C)cc2)s1 was read as LANA DNA inh -2.0, NSD2 HMT inh -3, DAGLB inh 0, Arrestin-AP2 inh 16, PvdQ acylase 6, SR-BI HDL uptake 25, RTF Ca sens inh 1, PKA-R2B activ 0, Keap1 Nrf2 FP 0 and SR-BI uptake up -25.
Screening O=C(Nc1ccc(OC(F)F)cc1)c1cc(S(=O)(=O)N2CCOCC2)ccc1N1CCCC1 returned LANA DNA inh -0.3, NSD2 HMT inh 0, DAGLB inh -1, Arrestin-AP2 inh 28, PvdQ acylase 7, SR-BI HDL uptake -19, RTF Ca sens inh -6, PKA-R2B activ -1, Keap1 Nrf2 FP 0 and SR-BI uptake up 19.
Screening CC(=O)c1ccc(S(=O)(=O)N2CCCC(N(C)CCc3ccccn3)C2)cc1 (stereo not drawn) returned LANA DNA inh -1.5, NSD2 HMT inh 0, DAGLB inh 0, Arrestin-AP2 inh 9, PvdQ acylase -9, SR-BI HDL uptake -22, RTF Ca sens inh -6, PKA-R2B activ -5, Keap1 Nrf2 FP -3 and SR-BI uptake up 22.
`NC(N)=NCCCS(=O)(=O)Nc1ccc(Nc2c3ccccc3nc3cc([N+](=O)[O-])ccc23)cc1` gave LANA DNA inh -14, NSD2 HMT inh 38, DAGLB inh 0, Arrestin-AP2 inh -21, PvdQ acylase -16, SR-BI HDL uptake -2, RTF Ca sens inh -7, PKA-R2B activ 12, Keap1 Nrf2 FP -15 and SR-BI uptake up 2.
For CCCC(=O)Nc1ccc(C(=O)NNC(=S)NC(=O)c2cccs2)cc1 the results were LANA DNA inh 0.7, DAGLB inh 2, Arrestin-AP2 inh 0, PvdQ acylase 6, SR-BI HDL uptake 9, RTF Ca sens inh 0, PKA-R2B activ -4, Keap1 Nrf2 FP -3 and SR-BI uptake up -9.
Screening CCCCN(C(=O)c1ccc(-n2nc(C)cc2C)cc1)c1c(N)n(CCC)c(=O)[nH]c1=O returned LANA DNA inh 0.5, NSD2 HMT inh -1, DAGLB inh 1, Arrestin-AP2 inh 1, PvdQ acylase -8, SR-BI HDL uptake 0, RTF Ca sens inh -10, PKA-R2B activ -6, Keap1 Nrf2 FP -3 and SR-BI uptake up 0.
Screening O=C(COc1ccc(S(=O)(=O)NC2CCCCC2)cc1)NCc1cccnc1 returned LANA DNA inh -1.4, NSD2 HMT inh -1, DAGLB inh 4, Arrestin-AP2 inh 9, PvdQ acylase 0, SR-BI HDL uptake 3, RTF Ca sens inh -6, PKA-R2B activ -2, Keap1 Nrf2 FP 1 and SR-BI uptake up -3.
Cc1cccc(Cn2nc(C(C)(C)C)cc2C(=O)N2CCOCC2)c1 was read as LANA DNA inh -3.3, NSD2 HMT inh 35, DAGLB inh -3, Arrestin-AP2 inh -9, PvdQ acylase -8, SR-BI HDL uptake -1, RTF Ca sens inh -9, PKA-R2B activ 3, Keap1 Nrf2 FP 2 and SR-BI uptake up 1.
`Cc1nnc(SC(C(=O)Nc2ccc(Cl)c([N+](=O)[O-])c2)c2ccccc2)[nH]c1=O` (stereo not drawn) gave LANA DNA inh 0.3, NSD2 HMT inh 9, DAGLB inh 6, Arrestin-AP2 inh -1, PvdQ acylase -10, SR-BI HDL uptake 5, RTF Ca sens inh -1, PKA-R2B activ -2, Keap1 Nrf2 FP -6 and SR-BI uptake up -5.
Screening CN1/C(=C/C(=O)c2cccs2)Sc2ccccc21 returned LANA DNA inh 1.2, NSD2 HMT inh -13, DAGLB inh 0, Arrestin-AP2 inh -8, PvdQ acylase -7, SR-BI HDL uptake 16, RTF Ca sens inh -1, PKA-R2B activ -4, Keap1 Nrf2 FP -1 and SR-BI uptake up -16.
Screening Cc1ccc(S(=O)(=O)Nc2c(C)nn(C)c2C)cc1 returned LANA DNA inh 0.6, NSD2 HMT inh -1, DAGLB inh -1, Arrestin-AP2 inh -8, PvdQ acylase -6, SR-BI HDL uptake 5, RTF Ca sens inh 3, PKA-R2B activ -1, Keap1 Nrf2 FP -5 and SR-BI uptake up -5.

Continued (two carried over from the part before).
Screening CN1/C(=C/C(=O)c2cccs2)Sc2ccccc21 returned LANA DNA inh 1.2, NSD2 HMT inh -13, DAGLB inh 0, Arrestin-AP2 inh -8, PvdQ acylase -7, SR-BI HDL uptake 16, RTF Ca sens inh -1, PKA-R2B activ -4, Keap1 Nrf2 FP -1 and SR-BI uptake up -16.
Screening Cc1ccc(S(=O)(=O)Nc2c(C)nn(C)c2C)cc1 returned LANA DNA inh 0.6, NSD2 HMT inh -1, DAGLB inh -1, Arrestin-AP2 inh -8, PvdQ acylase -6, SR-BI HDL uptake 5, RTF Ca sens inh 3, PKA-R2B activ -1, Keap1 Nrf2 FP -5 and SR-BI uptake up -5.
`CC(C)n1nc(C(=O)Nc2cccc(S(=O)(=O)NCc3ccco3)c2)c2ccccc2c1=O` gave LANA DNA inh -1.0, NSD2 HMT inh 0, DAGLB inh -1, Arrestin-AP2 inh 9, PvdQ acylase 1, RTF Ca sens inh 4, PKA-R2B activ -9 and Keap1 Nrf2 FP -5.
Screening O=C(Cc1ccc(Cl)cc1)Nc1ccc(C(=O)N2CCCCC2)cc1 returned LANA DNA inh -1.1, NSD2 HMT inh 0, DAGLB inh 0, Arrestin-AP2 inh 18, PvdQ acylase -5, SR-BI HDL uptake 58, RTF Ca sens inh -2, PKA-R2B activ -4 and Keap1 Nrf2 FP 2.
`COc1cccc(NC(=O)CNC(=O)c2ccc(OC)c(OC)c2)c1` gave LANA DNA inh -1.2, NSD2 HMT inh -6, DAGLB inh -1, Arrestin-AP2 inh 15, PvdQ acylase 10, RTF Ca sens inh 0, PKA-R2B activ -19 and Keap1 Nrf2 FP -2.
For CC(C)(C)C1CCC(C(=O)OCC(=O)Nc2ccc3[nH]c(=O)[nH]c3c2)CC1 (stereo not drawn) the results were LANA DNA inh -1.1, NSD2 HMT inh 1, DAGLB inh 0, Arrestin-AP2 inh 18, PvdQ acylase 9, SR-BI HDL uptake -10, RTF Ca sens inh -5, PKA-R2B activ 0, Keap1 Nrf2 FP 0 and SR-BI uptake up 10.
For CCc1ccc(-c2csc3[n+]2CCN3C(C)=O)cc1 the results were LANA DNA inh 1.9, NSD2 HMT inh 8, DAGLB inh -9, Arrestin-AP2 inh 8, PvdQ acylase -38, SR-BI HDL uptake -14, RTF Ca sens inh 4, PKA-R2B activ -6, Keap1 Nrf2 FP -3 and SR-BI uptake up 14.
`CCC(C)(C(=O)Nc1ccc(OC)cc1)N(C)C(=O)Cn1nnnc1N` (stereo not drawn) gave LANA DNA inh 1.3, NSD2 HMT inh 0, DAGLB inh 1, Arrestin-AP2 inh 5, PvdQ acylase -10, SR-BI HDL uptake -19, RTF Ca sens inh -10, PKA-R2B activ -8, Keap1 Nrf2 FP -1 and SR-BI uptake up 19.
For Cc1ncc(C[n+]2csc(CCOC(=O)CC3C4CC5CC(C4)CC3C5)c2C)c(N)n1 (stereo not drawn) the results were LANA DNA inh -0.5, DAGLB inh 0, Arrestin-AP2 inh 0, PvdQ acylase -17, SR-BI HDL uptake -4, RTF Ca sens inh -7, PKA-R2B activ 1, Keap1 Nrf2 FP -4 and SR-BI uptake up 4.
Cc1c(C)c2c(c(C)c1O)CC[C@@](C)(CCC[C@H](C)CCC[C@H](C)CCCC(C)C)O2 was read as LANA DNA inh 1.2, DAGLB inh 1, Arrestin-AP2 inh -7, PvdQ acylase -11, SR-BI HDL uptake 14, RTF Ca sens inh 6, PKA-R2B activ 0, Keap1 Nrf2 FP 1 and SR-BI uptake up -14.
`O=C(NCCN1CCOCC1)c1cc(-c2ccccc2Cl)on1` gave LANA DNA inh -1.6, NSD2 HMT inh -2, DAGLB inh -1, Arrestin-AP2 inh 5, PvdQ acylase -8, RTF Ca sens inh -13, PKA-R2B activ 6 and Keap1 Nrf2 FP -3.
